High-throughput results from PubChem BioAssay.
Growth percent in the NCI-60 one-dose screen (48 h, 10 µM unless noted): 100 = growth as untreated, 0 = no growth, -100 = all killed.
LOX IMVI – LOX IMVI melanoma. 79,000 tested, 7.4% active. AID 1794757
UACC-257 – UACC-257 melanoma | 78,000 tested, 4.4% active | AID 1794764
SK-MEL-28 – SK-MEL-28 melanoma; 81,000 tested, 4.1% active; AID 1794761
SK-MEL-2 – SK-MEL-2 melanoma; 77,000 tested, 4.7% active
MALME-3M – MALME-3M melanoma; AID 1794766; 78,000 tested, 5.8% active
HS 578T – HS 578T breast cancer; AID 1794788; 78,000 tested, 4.1% active
SK-MEL-5 – SK-MEL-5 melanoma | 80,000 tested, 6.4% active
T-47D – T-47D breast cancer; 79,000 tested, 5% active
* hit, by the source's call; / = no result given; & = joins results of further samples; [ ] = another dose, or the depositor's remark. The calls were made as follows: active = growth percent below 10; inactive = the rest.

Sample of the layout, five compounds:
compound	LOX IMVI	UACC-257	SK-MEL-28	SK-MEL-2	MALME-3M	HS 578T	SK-MEL-5	T-47D
O=C(Nc1ccc(-n2cc(-c3ccncc3)c(-c3ccc(Cl)c(O)c3)n2)cc1)c1cc(Cl)cc(Cl)c1	40	55	30	/	25	-15*	-85*	79
O=c1oc2ccc(F)cc2c(=O)n1-c1ccc(I)cc1F	11	-15*	12	-20*	-22*	-5.0*	-84*	-16*
CN1CCN(c2ccc(C(=O)/C=C/c3ccc(Cl)c(C(F)(F)F)c3)cc2)CC1	13	75	87	/	88	87	74	30
CCOC(=O)c1c(Cl)c(Cl)c(Cl)c(Cl)c1C(=O)O	107	87	114	/	101	113	105	103
COc1ccc(-c2nc3ccccn3c2/C=C2/C(=O)Nc3ccccc32)cc1	96	108	117	108	95	103	96	84

Main list, repeating the preview:
compound	LOX IMVI	UACC-257	SK-MEL-28	SK-MEL-2	MALME-3M	HS 578T	SK-MEL-5	T-47D
O=C(Nc1ccc(-n2cc(-c3ccncc3)c(-c3ccc(Cl)c(O)c3)n2)cc1)c1cc(Cl)cc(Cl)c1	40	55	30	/	25	-15*	-85*	79
O=c1oc2ccc(F)cc2c(=O)n1-c1ccc(I)cc1F	11	-15*	12	-20*	-22*	-5.0*	-84*	-16*
CN1CCN(c2ccc(C(=O)/C=C/c3ccc(Cl)c(C(F)(F)F)c3)cc2)CC1	13	75	87	/	88	87	74	30
CCOC(=O)c1c(Cl)c(Cl)c(Cl)c(Cl)c1C(=O)O	107	87	114	/	101	113	105	103
COc1ccc(-c2nc3ccccn3c2/C=C2/C(=O)Nc3ccccc32)cc1	96	108	117	108	95	103	96	84
COc1ccc(OC)c2c1[nH]c(=O)c1c3ccccc3cn21	-85*	-76*	-84*	-57*	-89*	/	-99*	-48*
OC(Cc1ccnc2ccccc12)C(Cl)(Cl)Cl (stereo not given)	82	66	114	89	200	95	63	66
Nc1ccc2c(c1)C(O)c1ccc(Cl)cc1-2 (stereo not given)	/	99	108	93	/	99	102	99
C#C[C@]1(O)CC[C@H]2[C@@H]3CC=C4c5sc(Nc6cc(Cl)ccc6OC)nc5CC[C@]4(C)[C@H]3CC[C@@]21C	-72*	-16*	-59*	1.2*	12	-7.9*	-44*	31
COc1ccc(C2=C/C(=C\c3ccc(Cl)cc3)C(=O)N2Cc2ccccc2)cc1	74	66	89	83	86	87	91	64
c1ccc(CN2CCc3c(sc4ncnc(Nc5ccccc5)c34)C2)cc1	94	110	104	/	113	92	88	77
O=c1[nH]c(NCc2ccccc2)nc2cc(-c3ccccc3)sc12	92	/	100	98	75	89	94	87
COc1ccc(C2=N[C@@H](C)C(=O)c3c(nc4ccccn34)N2)cc1	88	96	105	83	94	98	100	97
COc1ccc(NS(=O)(=O)c2ccc(-c3cnc(C4CC4)o3)cc2)cc1Cl	40	67	67	50	50	28	18	30
Cc1ccc(-c2cn3[nH]c(N)c(N=Nc4ccc(S(N)(=O)=O)cc4)c3n2)cc1	30	80	62	43	37	36	49	61
CCCCCCCCCCCCNCCCc1ccccc1	/	82	73	/	83	89	/	55
COc1ccccc1-c1ccc(-n2ccnc2)nn1	94	100	109	103	96	116	95	/
CCOC(=O)c1c(C)nc2c(c1N)CC(=O)N2Cc1cc(OC)c(OC)c(OC)c1	49	53	74	27	45	65	23	29
CC(C)c1ccc2c(c1)C[C@@H](O)[C@@H]1C(C)(C)CCC[C@@]21C	95	101	109	100	97	95	89	83
COc1ccc(-c2nn(CC(=O)N3CCCCC3)c3ncnc(N)c23)cc1	95	100	97	104	83	62	97	65
Nc1ncnc(Nc2ccc(S(N)(=O)=O)cc2)n1	106	89	78	/	120	120	114	114
Cn1cc(-c2cc3ncnc(Nc4ccc(CC(=O)Nc5ccc(C(C)(C)C)cc5)cc4)c3s2)cn1	106	110	107	105	102	89	98	94
CC(=O)c1ccc(Nc2ccnc(SCC(=O)c3ccc(Cl)cc3)n2)cc1	90	94	97	98	108	99	35	29
CC(=O)O[C@H]1C[C@@]2(C)[C@@H](C[C@@H](O)[C@H]3[C@@]4(C)CCC(=O)[C@@H](C)[C@@H]4CC[C@@]32C)/C1=C(\CCC(Br)C(C)(C)[n+]1ccccc1)C(=O)O (stereo not given in full)	97	107	107	124	99	107	98	/
C/C=C(/Cl)c1c(C)cc(C)cc1C	95	102	103	88	113	121	115	102
COC(=O)CN/C(CCCO)=C(/C#N)C1Nc2ccccc2N1C (stereo not given)	93	/	118	86	105	122	103	114
CN1C(=O)C(=Cc2ccc(OCC(=O)N3CCCC3)cc2)C(=O)N(C)C1=O	91	95	106	95	96	93	103	94
CCC(C)[C@@H]1NC(=O)[C@@H]2CCCN2C(=O)[C@H](Cc2ccccc2)NC(=O)[C@H](Cc2ccccc2)NC(=O)[C@H](C(C)CC)NC(=O)[C@@H]2CCCN2C(=O)[C@H](Cc2ccccc2)NC1=O (stereo not given in full)	94	/	90	110	89	91	71	87
C=C(C)C(C(=O)OCC)C(=O)OCC	100	100	111	101	92	115	102	/
COc1ccc(-c2nc3c4c(-c5ccccc5)cn(-c5ccc(F)cc5)c4ncn3n2)cc1	84	121	142	101	113	100	99	84
CCOC(=O)NN1CC(O)=C(c2nc(-c3ccc(Br)cc3)cs2)C1=N	106	96	113	128	112	110	103	94
CC(C)CSc1nc(NC2CC2)c(C#N)c(-c2ccc(C(C)C)cc2)n1	96	105	104	101	93	95	99	86
COc1ccc(NC(=O)CSc2nnc(-c3cc(F)c(Cl)cc3Cl)n2N)cc1	95	92	96	89	118	95	100	89
C/C=C(\C)C(C(=O)NC1CCCCC1)N(C(=O)C1CCc2cc(F)ccc2O1)c1cccc([N+](=O)[O-])c1 (stereo not given)	91	90	/	93	100	82	89	84
COc1cc2oc(-c3ccc(NC(=O)c4cccc(Br)c4)cc3)cc(=O)c2c(OC)c1OC	78	98	85	86	79	93	63	61
O=C1C2C(C(=O)N1c1ccc([N+](=O)[O-])cc1)C1c3ccccc3C2C2CCCCN21 (stereo not given)	104	113	109	103	110	118	107	99
Nc1ccc(S(=O)(=O)Nc2ncc(Br)cn2)cc1	102	123	118	112	116	76	100	109
O=C1NC(=O)C(c2c[nH]c3ccccc23)=C1c1cccc2ccccc12	92	102	105	/	89	88	98	87
COc1ccc(CC(C#N)c2ccc(Cl)cc2)cc1 (stereo not given)	79	92	92	80	89	/	77	98
CCOC(=O)c1c(C)c2c(n1C)CSc1cc(C#N)c(=O)[nH]c1-2	100[100 µM]	128[100 µM]	114[100 µM]	101[100 µM]	126[100 µM]	98[100 µM]	84[100 µM]	74[100 µM]

Results in MALME-3M and SK-MEL-5 (2 entries from above):
Molecule | MALME-3M | SK-MEL-5
CCC(C)[C@@H]1NC(=O)[C@@H]2CCCN2C(=O)[C@H](Cc2ccccc2)NC(=O)[C@H](Cc2ccccc2)NC(=O)[C@H](C(C)CC)NC(=O)[C@@H]2CCCN2C(=O)[C@H](Cc2ccccc2)NC1=O (stereo not given in full) | 89 | 71
C=C(C)C(C(=O)OCC)C(=O)OCC | 92 | 102

Further records follow:
compound	LOX IMVI	UACC-257	SK-MEL-28	SK-MEL-2	MALME-3M	HS 578T	SK-MEL-5	T-47D
Nc1nc(-c2ccc(F)cc2)cc(-c2cc(-c3ccc(F)cc3)nc(N)n2)n1	98	109	109	108	101	118	104	116
COc1ccc([C@@H]2CC(=O)c3c(O)cc(O[C@@H]4OC(CO[C@@H]5OC(C)[C@H](O)C(O)C5O)[C@@H](O)C(O)[C@@H]4O)cc3O2)cc1O (stereo not given in full)	99	108	115	111	95	99	102	99
O=C1c2cccc(NCc3ccccn3)c2C2CC=CCN12 (stereo not given)	101	110	112	83	98	116	109	81
Cc1nc2ccc(Nc3nc(N4CCOCC4)nc(N4CCN(C)CC4)n3)cc2n1Cc1ccccc1	75	83	64	/	66	69	71	92
CCCCCCCCCCCCCCCCCC[n+]1ccc2c(C)c3c(c(C)c2c1)c1cc(O)ccc1n3CC	21	/	7.4*	-33*	-55*	9.0*	-94*	23
O=C1Nc2ccccc2C1(O)c1ccccc1 (stereo not given)	92	/	102	127	105	105	106	107
O=c1[nH]c(O)c(/C=C2/C=Nc3ccccc32)[nH]1	97	101	111	104	125	95	91	85
Clc1ccc(SSc2ccccc2)cc1	106	104	112	105	108	112	101	98
C/C=C(\C)C(C(=O)NC1CCCCC1)N(C(=O)C1CCc2cc(F)ccc2O1)c1ccc(F)cc1F (stereo not given)	94	93	/	104	97	83	99	99
O=C(O)c1cccc(C(=O)O)[n+]1[O-]	90	103	104	107	108	110	99	98
CC(N)(C(=O)O)C1CCCC1 (stereo not given)	97	97	113	106	113	105	103	97
CCCCC(C#N)c1ccccc1 (stereo not given)	102	93	111	87	90	112	102	81
CN1CCN(C(=O)OCc2nc3nc(Cl)nc(N4CCOCC4)c3[nH]2)CC1	99	106	109	111	91	104	112	91
O=C1NCCNC1c1ccccc1 (stereo not given)	/	123	107	109	/	101	106	105
Cc1[nH]c(C2CC(c3ccccc3)=NN2C)c(C)c1C(=O)NCC(F)(F)F (stereo not given)	100	104	107	114	102	97	98	105
CC(=O)OCC(OC(C)=O)C(OC(C)=O)C(OC(C)=O)C(OC(C)=O)C(=O)N/C(N)=N/C(N)=Nc1ccccc1 (stereo not given)	93	100	112	107	98	105	99	97
C=C1C(=O)O[C@H]2[C@H]1CC/C(COC(=O)NCc1c[nH]c3ccc(Br)cc13)=C\CC[C@@]1(C)O[C@@H]21	-82*	-40*	-34*	1.8*	-45*	34	-27*	-68*
CCOC(=O)CCN(Cc1ccco1)C(=O)OCC	102	103	109	110	103	99	99	102
Nc1cc2nc3ccccc3sc-2cc1=O	11	51	46	89	-7.0*	85	31	71
Oc1c(Br)cc(Br)c2ccc(Cn3cc(-c4ccccc4C(F)(F)F)nn3)nc12	77	79	97	101	90	105	103	84
C=COCCC(C(=O)OCC)C(=O)OCC	103	104	109	106	98	107	104	87
CS(=O)(=O)OCCN(CCOS(C)(=O)=O)c1ccc(/C=N/Nc2ccc([N+](=O)[O-])cc2[N+](=O)[O-])cc1	64	97	96	118	87	/	89	76
C=CCOC(=O)C1=C(C)NC2=C(C(=O)CC(c3ccccc3)C2)C1c1cc(OC)ccc1OC (stereo not given)	86	85	99	103	99	96	91	82
C=CCSc1ncnc2nc[nH]c12	104	134	102	112	110	110	101	96
c1ccc(-c2cc(-c3c[nH]c4ccccc34)c3ccccc3n2)cc1	83	90	109	77	113	102	105	69
CC/C=C\C[C@H](F)C/C=C1/C(=O)C=C[C@@H]1C/C=C\CCCC(=O)O	-43*	50	47	65	59	84	15	72
COc1cc(OC)cc(/C(C)=N/NC(=O)CSc2nc3ccccc3c(=O)n2CCc2ccc(S(N)(=O)=O)cc2)c1	91	101	109	98	88	96	74	92
N/N=C(/C(=O)c1ccccc1)c1ccccc1	102&102	110&108	113&102	110	153&112	106&88	108&97	105
CNC1=C(Cl)C(=O)c2ccccc2C1=O	66	98	116	90	88	67	56	94
Cc1ccc(S(=O)(=O)Oc2ccc3c4c(c(=O)oc3c2)-c2ccccc2C4)cc1	92	112	111	87	89	95	89	58
C=CC(=O)N[C@@H](Cc1ccc(-c2cc(Cl)cc(Cl)c2)cc1)[C@@H](O)[C@H](O)C(=O)OCC	95	/	108	98	99	99	99	89
CCCCNC1=C(OCC)C(=O)c2ccccc2C1=O	69	96	114	104	121	84	92	90
c1ccc2c(c1)CCC2c1cc2ccccc2s1 (stereo not given)	93	111	114	99	108	85	/	110
O=C(CCc1nnc(Cn2ccnc2)o1)c1nc2ncccc2[nH]1	89	100	110	102	90	93	94	98
O=C(CS)OCC(COC(=O)CS)(COC(=O)CS)COC(=O)CS	70	59	90	41	90	/	102	89
COc1ccc(Cl)cc1/C=C/C(=O)/C=C(/C=C/c1cc(Cl)ccc1OC)OB(F)F	98	101	116	108	109	110	105	95
O=C1C(Nc2ccccn2)=C(I)C(=O)c2ncccc21	-73*	-28*	-37*	-54*	-100*	-10*	-99*	-42*
O=C1c2ccccc2C(O)(c2ccccc2)N1c1ccncc1 (stereo not given)	98	114	114	93	133	95	100	97
O=S(=O)(c1ccc(NC(=S)NCc2ccco2)cc1)N1CCCCC1	92	79	92	96	89	98	92	83
CCN(CC)c1cccc(OC(=O)Nc2cccc(Cl)c2Cl)c1	/	94	102	/	87	94	96	99
O=C(/C=C/c1sc(Cl)nc1Cl)c1ccc(Cl)cc1	12	99	105	94	89	90	95	89
ClCc1ccccc1CSc1ncnc2c1ncn2Cc1ccccc1CCl	66	91	100	104	98	113	94	105
CS(=O)(=O)Nc1ccc(C(=O)NC(C(=O)NO)c2ccc(N3CCC(F)CC3)cc2)cc1 (stereo not given)	102	101	97	110	98	106	98	93
O=c1cc(-c2ccccc2)nc(SCc2nc3cc(Cl)c(Cl)cc3[nH]2)[nH]1	98	103	111	91	103	105	105	79
COC(=O)/C=C1/S/C(=N\N=C\c2ccc(OS(=O)(=O)C(F)(F)C(F)(F)C(F)(F)C(F)(F)C(F)C(F)(F)F)cc2)N(c2ccccc2)C1=O (stereo not given)	98	103	103	95	104	76	100	105
O=C(O)/C=C\C(=O)NNc1ccccc1	45	66	106	69	98	102	104	63
COC(=O)c1ccc(Cl)c2c1C1C=CCC1C(c1cccc3ccccc13)N2 (stereo not given)	96	98	105	94	93	91	96	97
CCOC(=O)c1ccc(Nc2ccnc(SCC(=O)c3ccc(Cl)cc3)n2)cc1	97	95	100	114	96	99	95	99

The order is random; overall some 11% were active at least once.
